# Screening data (PubChem BioAssay)
# RSV CPE inhibition – RSV antiviral activity via CPE protection, HEp-2 cells, primary 10 µM value included (AID 2391) | one-dose CPE inhibition, % at 10 µM; IC50 in µM for titrated hits | hit rate 0.13% among 310,000 | HEp-2 cells, RSV-induced CPE inhibition; higher % means a stronger effect; in the data active = a potency from the dose series; inconclusive = CPE inhibition mostly from about 23% at the one dose, without a potency; inactive = the rest, 99 in 100 with CPE inhibition below about 21%; also: strong numbers were not always called active
# West Nile virus CPE – West Nile virus antiviral activity, cell-based, CPE readout (AID 1621). West Nile virus-infected cells, CPE inhibition; higher % means a stronger effect. hit rate 0.02% among 290,000. CPE inhibition, % at 10 µM; hits with a dose series show IC50 in µM; in the data active = a potency from the dose series; inconclusive = CPE inhibition mostly from about 3.7% at the one dose, without a potency; inactive = the rest, 99 in 100 with CPE inhibition below about 2.2%; also: strong numbers were not always called active
# NTR1 ag – agonists of NTR1, primary screen, imaging, U2OS cells, beta-arrestin-GFP, high content (AID 493036); P30989; NTR1-U2OS beta-arrestin-GFP spot imaging, agonist mode; activation, % at 20 µM; hit rate 0.17% among 330,000;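 active = activation at or above 40% of the spot to cytoplasm intensity ratio, with at least 20 cells analyzed; inconclusive = wells under 20 cells, flagged as cytotoxic or low count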;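 also: 0% = DMSO without peptide and 100% = 100 nM NTR1 peptide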
# Target sequence (P30989 whole entry, looked up): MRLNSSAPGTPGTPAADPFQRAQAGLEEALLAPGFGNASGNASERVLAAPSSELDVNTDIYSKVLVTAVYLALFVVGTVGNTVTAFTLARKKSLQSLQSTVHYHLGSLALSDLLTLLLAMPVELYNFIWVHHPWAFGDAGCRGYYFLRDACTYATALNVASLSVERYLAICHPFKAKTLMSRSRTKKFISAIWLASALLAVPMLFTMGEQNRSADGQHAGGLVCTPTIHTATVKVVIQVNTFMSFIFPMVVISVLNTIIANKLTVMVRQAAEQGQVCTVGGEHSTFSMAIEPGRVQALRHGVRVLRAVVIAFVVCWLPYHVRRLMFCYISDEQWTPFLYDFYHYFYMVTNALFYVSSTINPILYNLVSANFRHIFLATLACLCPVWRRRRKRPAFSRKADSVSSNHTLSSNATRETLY
# NS5 inhibitors – Dengue-2 NS5 methyltransferase inhibitors, primary screen, biochemical, confirmation dose response (AID 588689); Dengue-2 NS5 methyltransferase capping enzyme assay, biochemical; higher % means a stronger effect; hit rate 0.3% among 340,000; one-dose inhibition, % at 25 µM; IC50 in µM for titrated hits; in the data active = a potency from the dose series; inconclusive = inhibition above about 29% without an active follow-up result
# Rac1 GTP hydrolysis – MgcRacGAP GTPase-activating activity inhibitors, confirmation, biochemical, ADP Hunter fluorescence | MgcRacGAP-stimulated Rac1 GTP hydrolysis, ADP Hunter fluorescence; higher % means a stronger effect; GST-tagged Rac1 F28L mutant substrate | AID 624330 | one-dose inhibition, % at 30 µM; IC50 in µM for titrated hits | hit rate 0.6% among 340,000;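 active = first-screen hits whose inhibition reached a set limit at any dose in the follow-up dose series; inconclusive = inhibition above the set first-screen limit but never retested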;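 also: fluorescence reports GDP produced by GAP-driven GTP hydrolysis; strong numbers were not always called active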
# AID2073 – inhibitors of Mint1-CaV2.2 protein interaction, biochemical, HTRF (AID 2073); HTRF protein-protein interaction, Mint1-CaV2.2; higher % means a stronger effect; inhibition, % at 20 µM; hits with a dose series show IC50 in µM; hit rate 0.19% among 290,000; in the data active = inhibition mostly above about 51%, no sharp cut-off; inconclusive = no clear call, values can overlap the other calls; inactive = mostly below about 53%; also: some results filed as inactive read as strong as hits
# SIAH1 antagonists – blockers of Siah-1 interaction with plectin peptide – biochemical, fluorescence polarization, rhodamine-plectin, uHTS, primary screen (AID 1817). Siah-1 / rhodamine-plectin peptide fluorescence polarization; higher % means a stronger effect. one-dose displacement, % at 20 µM; IC50 in µM for titrated hits. hit rate 0.02% among 290,000;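 active = displacement of at least 50% at 20 µM, with a fluorescence ratio check between 0.3 and a set limit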;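 also: plate controls were Siah plus tracer with DMSO for no effect and tracer alone without Siah for full effect; strong numbers were not always called active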
# UTI89 phage lysis – protection from phage-mediated lysis, alamar blue read-out – E. coli UTI89, K1F phage, bacterial capsule biogenesis inhibitors (AID 488966); inhibition, % at 100 µM; hits with a dose series show IC50 in µM; hit rate 0.02% among 340,000; E. coli UTI89 K1F phage lysis, alamar blue, 2 h; higher % means a stronger effect;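 active = phage lysis inhibition, versus mean bacterial control, above a set limit; inconclusive = no clear call, values can overlap the other calls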;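 also: capsule biogenesis inhibitors block K1F phage lysis so surviving cells raise fluorescence; higher fluorescence means more inhibition of phage lysis; actives were called in the ten point dose series up to 300 µM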
# SV40 large T antigen – TAg ATPase/helicase activity blockers – biochemical (AID 1903); hit rate 0.39% among 310,000; inhibition, % at 20 µM, or IC50 in µM where a hit was titrated; SV40 large T antigen ATPase/helicase inhibition assay; higher % means a stronger effect; in the data active = a potency from the dose series; inconclusive = inhibition mostly from about 32% at the one dose, without a potency; inactive = the rest, 99 in 100 with inhibition below about 32%; also: strong numbers were not always called active
# NTR1 ag cell count 20 µM – second read-out of NTR1 ag, no call of its own (marks repeat the call); cell count; measured here: cell count, cytotoxicity flag
# NS5 inhibitors pilot replicate – also measured in NS5 inhibitors; calls as there; inhibition, %; measured here: pilot screen replicate inhibition
# Starred values were filed as active, the others as inactive; u = inconclusive; x = no result given; [ ] = another dose, or the depositor's remark.
SMILES,RSV CPE inhibition,West Nile virus CPE,NTR1 ag,NTR1 ag cell count 20 µM,NS5 inhibitors,Rac1 GTP hydrolysis,AID2073,SIAH1 antagonists,UTI89 phage lysis,SV40 large T antigen,others
O=C(COC(=O)CCNS(=O)(=O)c1cccs1)Nc1cc(C(F)(F)F)ccc1Cl,1.7%,x,4.5,50,-9%,0%,x,x,0.9%[50 µM],x,
NNC(=O)CN1CCN(c2ncc(C(F)(F)F)cc2Cl)CC1,1.4%,0.0%,0.5,61,-1%,5%,-6%,4%,-0.6%,2%,
Cc1ccccc1-n1cc(CNCc2c(C(=O)N(C)C)nc3ccc(Cl)cn23)cn1,-0.5%,-1.1%,-0.4,60,8%,12%,-3%,10%,-1.5%[50 µM],20%,
O=C(O)c1ccc2c(c1)OCCOCCOCCOCCOCCO2,1.4%,-0.1%,-0.7,110,-3%,7%,14%,-6%,-0.1%,4%,
Cc1ccc2c(c1)NC(=O)[C@@]1(C)[C@@H](c3ccccc3)[C@H]3COc4ccccc4[C@@H]3N1C2=O,2.8%,x,-5.5,86,-2%,0%,x,x,0.2%,6%,
O=C(Nc1cccnc1)c1ccc2c(c1)C(=O)N(Cc1cccnc1)C2=O,0.1%,-0.2%,-0.2,82,5%,-7%,-1%,-2%,-0.2%,2%,
CC(OC(=O)Cc1c(F)cccc1Cl)C(=O)NC1(C#N)CCCCC1 (stereo not drawn),-2.4%,x,0.6,63,-12%,8%,x,x,1.7%[50 µM],7%,
CCN(CC)CCN(C)c1ccc(N2C(=O)C3CC=CCC3C2=O)cc1[N+](=O)[O-] (stereo not drawn),-0.4%,0.1%,-0.5,51,-4%,13%,3%,2%,0.3%,10%,
CNc1nnc(-c2ccc(C)cc2)c2ccccc12,2.7%,-0.4%,1.4,38,-2%,7%,-7%,1%,-0.6%,5%,
CCCCNC(=S)NNC(=O)C12CC3CC(CC(C3)C1)C2,1.1%,-0.2%,-0.1,60,-6%,5%,-38%,0%,0.4%,3%,
CC(=O)c1ccc(NC(=O)CCC(=O)N2CC(C)Oc3ccc(C)cc32)cc1 (stereo not drawn),x,0.0%,2.4,57,4%,-1%,26%,-9%,0.0%,8%,
CCN1CCN(S(=O)(=O)c2ccc(Cl)c(C(=O)NC3CCCC3)c2)CC1,-2.3%,x,0.2,61,-9%,8%,x,x,1.1%[50 µM],6%,
CCOc1ccccc1NC(=O)C(OC(=O)c1ccc(O)cc1)c1ccccc1 (stereo not drawn),18%,-0.4%,20,43,-5%,8%,15%,6%,2.2%,10%,
Cc1oc(-c2cccc(F)c2)nc1CN(Cc1ccccc1)C[C@@H]1CCC(=O)N1,7.0%,-1.4%,6.9,72,2%,13%,-2%,1%,0.1%,-7%,
COc1nc(Nc2ccc3c(c2)OCO3)nc(OC)n1,6.8%,0.0%,-0.6,44,-1%,10%,-5%,1%,-0.3%,5%,
Nn1c(SC/C=C/c2ccccc2)nnc1-c1ccncc1,2.1%,x,-0.8,78,0%,-12%,-25%,1%,-0.5%[50 µM],16%,
COCc1cc(=O)[nH]c(Nc2nc3ccc(C)cc3o2)n1,5.3%,2.3%,0.5,43,3%,12%,-6%,-10%,-0.1%,3%,
CCOc1ccc(CCNC(=O)COC(=O)c2ccc[nH]c2=O)cc1OCC,x,x,-0.5,70,0%,3%,x,x,1.3%[50 µM],x,
NNC(=O)c1cccc(COCC(F)(F)C(F)F)c1,1.5%,0.3%,0.5,41,2%,11%,7%,-1%,-0.8%,2%,
CC(C)C(=O)Nc1ccc(-c2nc3cccnc3o2)cc1,1.0%,0.7%,-0.3,89,u,6%,17%,2%,0.1%,15%,
O=S(=O)(O)c1cnccc1Nc1cccc(C(F)(F)F)c1,1.2%,x,0.8,53,2%,11%,x,x,0.1%,8%,
Cc1ccc(OCC(=O)Nc2ccc(Cl)cc2)c(-n2nc3ccccc3n2)c1,-0.5%,u,20,51,3%,16%,14%,5%,0.1%,1%,
COc1ccccc1C1C(C(C)=O)=C(O)C(=O)N1CCc1ccccc1 (stereo not drawn),2.9%,-0.5%,2.7,21,5%,5%,1%,6%,0.2%,4%,
O=C(Cc1ccccc1Cl)Nc1cc(S(=O)(=O)N2CCOCC2)ccc1N1CCOCC1,-0.4%,x,-1.5,35,-5%,3%,x,x,0.5%[50 µM],x,
OCCNc1ccc(Cl)cc1,1.2%,0.2%,0.8,35,1%,11%,-5%,-1%,0.7%,-11%,
Cc1ccc(S(=O)(=O)NCC(=O)N(CC2CCCO2)C(C(=O)NCC2CCCO2)C(C)C)cc1 (stereo not drawn),0.9%,-0.6%,-0.7,43,-6%,-4%,1%,6%,0.3%,6%,
CC(=O)n1c2c(c3ccccc31)OC(N)=C(C#N)C2c1cccc(Cl)c1Cl (stereo not drawn),0.9%,1.0%,11,21,-1%,-2%,5%,5%,0.2%,7%,
CCC(C)(C)NC(=O)C(c1cccn1C)N(Cc1ccccc1)C(=O)Cn1nnc2ccccc21 (stereo not drawn),x,-0.3%,x,x,0%,9%,6%,1%,0.5%,5%,
O=S1(=O)N=C(SCCO)c2ccccc21,4.5%,1.4%,-1.5,36,1%,4%,8%,5%,-0.2%,-4%,
O=C(c1cc(C2CC2)nn1-c1ccccc1)N1CCN(S(=O)(=O)c2cccc(F)c2)CC1,-0.1%,x,1.8,82,-1%,2%,x,x,0.5%[50 µM],x,
CCC(=O)N1CCCc2cc(S(=O)(=O)N3CCC(N4CCCCC4)CC3)ccc21,-0.9%,-1.3%,0.3,78,-6%,8%,-3%,5%,7.4%,-36%,
Brc1ccc(OCCCN2CCOCC2)cc1,0.3%,0.0%,-0.2,53,-1%,123µM*,1%,3%,-0.2%,10%,
Cc1ccc(CCC(=O)Nc2ccc(C)c(C)c2)o1,0.9%,0.2%,0.7,70,4%,-20%,4%,-4%,0.9%,6%,
Cc1ccc(-n2nnc3c(=O)n(Cc4cccc(C)c4)cnc32)cc1,2.6%,-0.3%,5.0,93,-1%,1%,-7%,12%,5.2%,9%,
Cn1c(SCC(=O)NC(C)(C)C)nnc1-c1ccc(C(C)(C)C)cc1,6.3%,-0.3%,3.4,45,-3%,7%,-1%,-2%,-0.2%,-3%,
CCOC(=O)/C(C#N)=C/Nc1cc(OC)ccc1OC,0.3%,-1.0%,1.4,56,-9%,4%,21%,3%,2.1%,15%,
COc1ccc(-c2nnc(-c3cccnc3)o2)cc1OC,1.1%,0.4%,0.2,73,2%,4%,9%,6%,-5.5%,6%,
COc1ccccc1-c1cn[nH]c1-c1ccc(OCc2ccc([N+](=O)[O-])cc2)cc1O,1.6%,0.2%,9.6,53,-10%,9%,7%,12%,-0.1%,13%,
COc1ccc(C(=O)NCCN2CCCC2)cc1,0.6%,-0.6%,0.3,63,-3%,11%,9%,1%,0.1%,6%,NS5 inhibitors pilot replicate=1.2
Cn1c(=O)oc2cc(S(=O)(=O)NC3CCCc4ccccc43)ccc21 (stereo not drawn),2.2%,0.4%,1.0,91,-2%,11%,1%,-2%,-0.4%,20%,
CC(=O)C1=C(O)C(=O)N(Cc2cccnc2)C1c1ccc(C(C)C)cc1 (stereo not drawn),3.3%,-0.8%,3.4,35,-5%,3%,-8%,18%,-0.5%,1%,
Cn1c(=O)n(C)c2cc(N3CCCCC3)c(NC(=O)c3cccc(Cl)c3)cc21,0.9%,0.8%,5.4,55,-12%,-4%,10%,-3%,-0.1%,-1%,
CC(=O)Nc1sc(C)c(C)c1CN1CCN(S(=O)(=O)c2ccccc2)CC1,0.0%,-0.4%,0.9,55,3%,14%,-1%,-7%,0.1%,1%,
COc1ccccc1NC(=O)c1ccc(NC(=O)c2cc3c(s2)CCC3)cc1,2.1%,-0.4%,0.1,59,3%,10%,28%,6%,1.4%,-3%,
O=C(/C=C/c1ccc(Cl)cc1)NCc1cccs1,0.8%,-0.2%,-0.3,61,-9%,-6%,-11%,10%,5.5%,5%,
O=C(NCc1ccco1)c1ccc(CS(=O)Cc2ccc(Cl)cc2)o1 (stereo not drawn),2.1%,-0.7%,-0.5,55,1%,6%,11%,6%,0.3%,12%,
O=C(c1cc(-c2ccc(O)cc2)on1)N1CCCc2ccccc21,6.7%,x,2.5,50,-2%,14%,15%,-2%,-0.2%,17%,
COC(=O)c1cc(OC)c(OC)cc1NC(=S)N1CCN(C/C=C/c2ccccc2)CC1,1.8%,-1.3%,4.8,87,-3%,6%,-13%,6%,-0.1%,3%,
COC(=O)Cc1ccc(OC(=O)CCS(=O)(=O)c2ccc(Cl)cc2)cc1,-0.9%,x,-0.2,55,-2%,15%,x,x,0.4%[50 µM],20%,
COc1cc(NC(=O)COn2nnc3ccc(S(C)(=O)=O)cc32)cc(OC)c1,2.9%,-1.3%,-0.1,68,-3%,0%,6%,1%,0.3%,-1%,

# More compounds.
SMILES,RSV CPE inhibition,West Nile virus CPE,NTR1 ag,NTR1 ag cell count 20 µM,NS5 inhibitors,Rac1 GTP hydrolysis,AID2073,SIAH1 antagonists,UTI89 phage lysis,SV40 large T antigen,others
CCOc1ccc(C2NC(=O)NC(C)=C2C(=O)OC)cc1C (stereo not drawn),1.9%,-0.2%,-0.6,31,1%,6%,1%,-1%,0.0%,3%,
O=C(NCN1CCc2ccccc2C1)c1cnccn1,1.8%,-0.2%,-0.2,47,-1%,2%,-6%,-1%,0.3%[50 µM],-4%,
Cc1ccccc1-c1nnc(Cc2ccccc2)o1,2.9%,-0.7%,4.8,49,-7%,0%,-3%,-5%,7.5%,2%,
Cc1ccc(NC(=O)c2c(C(F)(F)F)nn(C)c2Cl)cc1C,0.1%,-1.0%,0.4,79,-6%,6%,9%,2%,0.7%,20%,
COC(=O)c1sc(NC(=O)CSc2n[nH]c(N)n2)c(C(=O)OC)c1C,-0.7%,-0.6%,3.1,45,-2%,10%,-2%,-4%,-0.4%,6%,
CCn1cc(/C=N/NS(=O)(=O)c2ccc(C)cc2)c(C)n1,1.0%,x,1.2,62,-5%,-1%,4%,-1%,0.7%,14%,
COc1cccc(NC(=O)c2ccc(NS(=O)(=O)c3cccs3)cc2)c1,x,x,-0.5,58,0%,5%,x,x,-0.5%[50 µM],x,
Cc1cnc(C(=O)OCc2ccc(COC(=O)c3cnc(C)cn3)cc2)cn1,0.8%,0.3%,-2.0,48,4%,6%,15%,4%,0.2%,4%,
CC(C)(C)c1cc(C(=O)N/N=C/c2cc3c(cc2Br)OCO3)n[nH]1,11%,-0.2%,1.7,49,-4%,-12%,9%,-7%,0.0%,6%,
